# From PubChem
# Growth percent in the NCI-60 one-dose screen (48 h, 10 µM unless noted): 100 = growth as untreated, 0 = no growth, -100 = all killed.
# KM12 = KM12 colon cancer cells; 82,000 tested, 5% active; AID 1794800
# HCT-15 = HCT-15 colon cancer | 82,000 tested, 5.2% active
# SW-620 = SW-620 colon cancer | 82,000 tested, 5.2% active | AID 1794795
# HCT-116 = HCT-116 colon cancer; 82,000 tested, 7.3% active
# SNB-19 = SNB-19 CNS cancer cells. 81,000 tested, 2.5% active. AID 1794751
# COLO 205 = COLO 205 colon cancer; 79,000 tested, 7.3% active; AID 1794742
# HT29 = HT29 colon cancer; 81,000 tested, 7.4% active; AID 1794748
# SNB-75 = SNB-75 CNS cancer; 79,000 tested, 5% active; AID 1794750
# HCC-2998 = HCC-2998 colon cancer; 79,000 tested, 4.7% active; AID 1794799
# The depositor's hits bear a star; . = not tested or not shown; & = joins results of further samples. The calls were made as follows: active = growth percent below 10; inactive = the rest. Random draw from the library, and some 10% of all compounds hit somewhere here.
entry	Structure	KM12	HCT-15	SW-620	HCT-116	SNB-19	COLO 205	HT29	SNB-75	HCC-2998
1	O=C(COc1cccc(/C=C2\COc3ccc(Cl)cc3C2=O)c1)c1ccc(Cl)cc1	77	82	51	31	91	116	98	68	129
2	CCCCCCCCC(C)NCCO (centres undefined)	104	91	114	105	101	110	97	.	102
3	COc1ccc(Nc2n[nH]c(N)c2C(=O)Nc2ccccc2)c(OC)c1	97	106	108	94	93	98	100	.	110
4	N#Cc1ccccc1/C=N/NC1=NCCN1S(=O)(=O)c1ccc(Br)cc1	100	93	96	95	96	104	99	72	105
5	COc1ccc(/C=C(\C#N)c2ccc(OC)cc2)cc1	28	66	39	55	81	79	36	76	.
6	CCOC(=O)C1=C(N)N(c2ccc(Cl)cc2)C2=C(C(=O)CC(C)(C)C2)C1c1ccccc1Cl (centres undefined)	56	38	53	35	73	39	40	83	77
7	N#Cc1cccc(-c2nc(N3CCOCC3)c3c4c(sc3n2)CCCC4)c1	78	93	100	71	91	94	73	48	107
8	C=CCn1c(O)c(N=NC(=O)Cc2c[nH]c3ccccc23)c2ccccc21	103	102	101	102	102	117	110	.	117
9	CC(C)CC(NC(=O)CN)C(N)=O (centres undefined)	107	103	100	101	.	118	93	90	108
10	O=C(CC1c2ccccc2NC(=O)N1Cc1ccccc1)C1CC1 (centres undefined)	101	98	100	94	103	109	97	112	112
11	CC(C)c1ccc(Cc2ccc(O)cc2)cc1	108	100	102	96	111	119	114	110	105
12	CC(Sc1nc2ccccc2c(=O)n1CCc1ccc(S(N)(=O)=O)cc1)C(=O)Nc1ccc(Cl)cc1 (centres undefined)	97	68	98	80	90	106	90	83	103
13	CCCSCCC(C)(N)C(=O)O (centres undefined)	109	108	105	109	105	105	120	76	99
14	O=C(O)c1ccnc(Cl)c1	101	95	117	76	103	.	90	106	104
15	Fc1ccc(NC(c2ccc(OC(F)F)c(OC3CC3)c2)c2nnnn2C2CCCCC2)cc1 (centres undefined)	74	70	91	58	88	89	60	58	81
16	OCCN(CCO)c1ccccc1CO	118	84	106	104	99	108	100	87	93
17	Cc1c(C(=O)NCCC(=O)NO)sc2ncnc(Nc3ccc(Cl)cc3)c12	102	100	103	102	104	116	102	92	105
18	Cc1ccc2[nH]c(O)c(N=Nc3nc(-c4ccccc4)c(C#N)c(=O)[nH]3)c2c1	105	105	101	102	101	111	106	.	113
19	Cc1ccc(S(=O)(=O)NNC(=O)Cn2c(=O)sc3ccccc32)cc1	105	109	104	102	101	112	108	98	109
20	CCSc1nnc(Nc2ccc(C(C)C)cc2)s1	84	48	84	72	98	87	29	102	93
21	O=c1c2ccccc2[nH]c2ccc(Cl)cc12	95	92	105	97	93	116	94	93	100
22	CC1=CCC2C(=O)N(c3cc(C)on3)C(=O)C2C1 (centres undefined)	106	101	101	102	.	120	117	113	125
23	O=C(O)c1cccc2c(=O)c3ccccc3n(CC(O)CN3CCCC3)c12 (centres undefined)	154	103	92	84	83	100	109	83	103
24	C=C(C)[C@@H]1CC[C@]2(C(=O)N3CCN(C)CC3)CC[C@]3(C)[C@H](CC[C@@H]4[C@@]5(C)CC(CCCNC(C)=O)(CCCNC(C)=O)[C@H](OC(C)=O)C(C)(C)[C@@H]5CC[C@]43C)[C@@H]12	107	87	99	91	99	106	83	89	106
25	O=C(NCCCl)Oc1ccc2ccccc2c1	103	106	107	102	110	118	108	93	101

# Structural class, the entries above containing a thiophene ring, fused or not (2)
entry	Structure	KM12	HCT-15	SW-620	HCT-116	SNB-19	COLO 205	HT29	SNB-75	HCC-2998
7	N#Cc1cccc(-c2nc(N3CCOCC3)c3c4c(sc3n2)CCCC4)c1	78	93	100	71	91	94	73	48	107
17	Cc1c(C(=O)NCCC(=O)NO)sc2ncnc(Nc3ccc(Cl)cc3)c12	102	100	103	102	104	116	102	92	105

# Next section:
entry	Structure	KM12	HCT-15	SW-620	HCT-116	SNB-19	COLO 205	HT29	SNB-75	HCC-2998
26	Brc1ccc(-c2ccccc2)cc1	107	91	98	100	98	100	109	100	106
27	CCOC(=O)/C(C#N)=C/Nc1ccc(Cl)nc1Cl	104	103	110	102	97	108	92	101	97
28	CC1(C)CN1C(=O)NCCCCCCNC(=O)N1CC1(C)C	116	97	105	94	113	108	99	103	105
29	CCOC(=O)C1=C(O)c2ccccc2C1=O	101	99	92	102	95	110	103	79	88
30	O=C(c1cccc(Br)c1)N1CCN(c2ccnc3cc(Cl)ccc23)CC1	96	90	101	84	85	94	82	117	109
31	CCN(C(=O)c1cc2ncccc2[nH]1)[C@H]1CCC[C@@H](NCc2cccc(F)c2)C1	97	100	99	111	99	19	105	88	92
32	O=c1[nH]c(N2CCOCC2)nc2cc(NCc3ccccc3)ccc12	99	100	103	84	96	106	84	91	92
33	COc1ccc(C(=O)NNc2ccc(-c3ccc(OC)c(OC)c3)nn2)cc1	103	104	99	101	94	115	110	81	109
34	COc1cc2c(cc1OC)=c1c(c(O)c3cccn13)N=2	104	87	103	94	86	109	95	100	101
35	CN(Nc1cccc(Cl)c1)c1cccc(Cl)c1	98	81	97	77	96	104	82	50	90
36	COc1cc(C2Cc3cnccc3-c3nc(N)c4ccncc4c32)cc(OC)c1OC (centres undefined)	75	71	80	86	91	.	82	63	95
37	ClC1CC2CCC1C2 (centres undefined)	109	102	105	104	107	116	105	93	98
38	Cc1ccc(S(=O)(=O)OC[C@@]2(C)CC[C@]3(C)CC[C@]4(C)C(=C3C2)C=C[C@@H]2[C@@]3(C)CCCNC(C)(C)[C@@H]3CC[C@]24C)cc1	-76*	-75*	-86*	-91*	48	-78*	-69*	83	-29*
39	CC1=C(C)C(=O)C(N2CCN(c3ccccc3C)CC2)=CC1=O	93	99	100	85	92	115	95	88	102
40	N#Cc1nc(-c2cccs2)oc1N1CCN(S(=O)(=O)c2ccccc2)CC1	101	97	103	107	90	106	102	97	95
41	C[C@]12CC[C@@H]3c4ccc(O)cc4CC[C@H]3[C@@H]1CC(=O)[C@@H]2O	108	97	113	102	102	114	105	91	121
42	COc1ccc(N=Nc2c(N)nn3c(-c4ccc(OC)c(OC)c4)c4[nH]c(=O)nc(N)c4nc23)cc1	111	103	97	102	98	109	103	88	105
43	O=C(c1nc2ccccc2[nH]1)C1C(c2ccccc2O)C2CSCN2[C@@]12C(=O)Nc1ccccc12 (some centres undefined)	82	101	95	96	94	.	99	73	103
44	CS(=O)(=O)c1ccc(-c2nc3ccccn3c2/C=N/Nc2nc(-c3ccc(Cl)cc3)cs2)cc1	112	94	113	101	107	112	110	120	125
45	O=C(O)c1cc2cccc(O)c2cc1O	101	99	100	101	101	102	104	91	96
46	Cc1nn(-c2ccccc2)c2nc(C)n(Cc3ccccc3)c(=O)c12	99	82	100	81	91	118	81	55	105
47	CCOC(=O)CC1CSC(c2ccc(O)cc2)=N1 (centres undefined)	103	105	105	106	105	120	97	103	87
48	CCOc1cc2ncc(C#N)c(Nc3ccc(F)c(Cl)c3)c2cc1NC(=O)CC1CCSS1 (centres undefined)	-78*	-71*	-49*	-62*	-35*	-73*	-73*	-72*	-74*
49	O=C(Nc1ccccc1)C(=S)N1CCOCC1	112	107	109	106	94	102	99	95	98
50	CCOC(=O)c1c(CNCC(C)O)nc2ccc(Cl)cc2c1-c1ccccc1 (centres undefined)	108	95	112	90	102	128	98	85	95

# Along the list, quoted from above.
# COLO 205 for nos. 30 to 37 → 94, 19, 106, 115, 109, 104, ., 116
# HCT-15 for nos. 30 to 37 → 90, 100, 100, 104, 87, 81, 71, 102
# SNB-19 for nos. 30 to 37 → 85, 99, 96, 94, 86, 96, 91, 107

# (further entries)
entry	Structure	KM12	HCT-15	SW-620	HCT-116	SNB-19	COLO 205	HT29	SNB-75	HCC-2998
51	[O-][n+]1c(Cl)cc(Cl)c2ccccc21	95	100	107	103	102	107	122	101	104
52	O=[N+]([O-])c1ccc(NC(=S)N/N=C/c2cc3ccccc3n3nnnc23)cc1	67	27	24	61	30	97	100	58	54
53	Cn1cc(Nc2nccc(-c3ccc(N4CCCC4)c(C#N)c3)n2)cn1	32	21	14	11	62	.	20	25	60
54	CCC(=O)c1ccc2c(c1)N(C(C)CN(C)C)c1ccccc1S2 (centres undefined)	101	94	98	74	.	105	81	50	98
55	COc1ccc(C2=Nc3c(N)ncnc3NC(c3ccc4c(c3)OCO4)C2)cc1 (centres undefined)	96	95	86	74	85	102	93	66	-6.9*
56	CCOC(=O)c1cnc2ccc(Br)cc2c1Nc1cccc(S(=O)(=O)NC)c1	99	81	92	85	100	128	101	.	97
57	Cc1c(OCC(F)(F)F)ccnc1CNc1ccc(C2=CC(c3ccccc3O)N=C(N)N2)cc1 (centres undefined)	94	97	108	79	104	112	89	114	99
58	N/C(=N\c1nc2ccccc2s1)NC(=O)NC1CC1	100	95	103	96	94	102	97	88	104
59	CN1C(=O)N(C)C2(c3ccccc3)N(CC(=O)N3CCOCC3)C(=O)NC12c1ccccc1 (centres undefined)	104	100	101	104	93	104	104	86	98
60	CC(=O)CC(c1ccccc1)c1c(O)c2ccccc2oc1=O (centres undefined)	109&118	101&128	108&93	110&106	105&110	121&134	123&104	99&115	110&103
61	CSc1ncc(C)c(Nc2ccc(Cl)cc2)n1	100	99	102	94	105	.	96	90	113
62	CCCC(OC(C)=O)c1ccc2c(c1)OCO2 (centres undefined)	106	115	109	108	105	107	103	97	98
63	COc1ccc(N=Nc2c(N)nn3c(N)c(C#N)c(-c4ccc(C)cc4)nc23)cc1	44	48	67	45	90	86	66	23	73
64	N=c1ccn(O)cc1CCc1ccccc1	101	104	98	102	107	120	98	96	100
65	C=CCOC(=O)[C@H](C)NC(=O)[C@@H]1CCCN1C(=O)CNC(=O)C(C)(C)C	99	103	104	99	99	107	104	.	111
66	COc1ccc(-c2nc(SCC(C)C)nc(Nc3ccc(C)cc3)c2C#N)cc1	81	85	54	33	78	47	83	61	92
67	COc1ccc(NC(=O)Oc2cc(C)ccc2C(C)C)cc1	110	94	134	91	.	140	104	97	136
68	COc1ccc(C2=C/C(=C/c3ccc(Cl)cc3)C(=O)N2Cc2ccccc2)cc1	115	102	100	95	100	107	87	88	96
69	COc1cc(C2CC(c3ccc(F)cc3)=Nc3c(N)nc(N)nc3N2)ccc1Oc1nc(Nc2ccc(F)cc2)nc(N(C)C)n1 (centres undefined)	45	36	32	6.9*	65	56	22	58	29
70	O=C(N=c1oc2ccccc2cc1-c1cc2ccccc2[nH]1)c1ccc(Cl)cc1	29	26	25	20	33	70	66	54	82

# Complete entries, looked up by structure. Values in the order: KM12	HCT-15	SW-620	HCT-116	SNB-19	COLO 205	HT29	SNB-75	HCC-2998
# Record of N=c1ccn(O)cc1CCc1ccccc1 : 101	104	98	102	107	120	98	96	100
# Record of [O-][n+]1c(Cl)cc(Cl)c2ccccc21 : 95	100	107	103	102	107	122	101	104
# Record of CCCC(OC(C)=O)c1ccc2c(c1)OCO2 (centres undefined) : 106	115	109	108	105	107	103	97	98
# Record of CCOC(=O)c1cnc2ccc(Br)cc2c1Nc1cccc(S(=O)(=O)NC)c1 : 99	81	92	85	100	128	101	.	97
